Source: PubChem (The Scripps Research Institute Molecular Screening Center)
TAAR1 ag: human TAAR1 agonists, primary screen, Fluo-8 calcium fluorescence, CHO RD-HGA16 cells | Trace amine-associated receptor 1 (Homo sapiens), Q96RJ0 | vehicle wells 0%, saturating PEA agonist 100% | activation, % at 3 µM | 360,000 compounds, 0.99% hits;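 active means activation above the mean activation of all test compounds in the run plus 3 SD, cut at about 38% in these data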
Target sequence (Q96RJ0 whole entry, looked up): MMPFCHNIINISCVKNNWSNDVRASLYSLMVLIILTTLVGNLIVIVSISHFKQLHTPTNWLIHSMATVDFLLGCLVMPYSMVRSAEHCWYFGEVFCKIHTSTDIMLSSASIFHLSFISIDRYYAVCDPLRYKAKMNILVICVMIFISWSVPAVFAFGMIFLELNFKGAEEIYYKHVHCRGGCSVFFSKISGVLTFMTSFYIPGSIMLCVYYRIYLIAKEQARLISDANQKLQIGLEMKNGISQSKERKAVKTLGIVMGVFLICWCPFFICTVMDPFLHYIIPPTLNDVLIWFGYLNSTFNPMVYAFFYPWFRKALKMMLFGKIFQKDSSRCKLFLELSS
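Assay system: CHO-derived RD-HGA16 cells with stable Gα16 and human TAAR1; timing: 17-24 h seeding, 75 min 37 °C dye, 30 min RT; read-out: % activation from peak over basal fluorescence ratio, DMSO-to-PEA scaled; measured by: kinetic Fluo-8 calcium fluorescence; benchmarks: low control DMSO, high control PEA (EC100); doses: 3 µM single concentration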
CHO-K1 Ca PAM: nonselective calcium activators in parental CHO-K1 cells, primary screen, counter-screen for M1 PAM project, cell-based, Fluo-8 calcium fluorescence, full deck, 1536-well | ATP EC20; 0% at ATP EC20, 100% at ATP max | activation, % at 3 µM | 360,000 compounds, 0.02% hits | AID 602247, 2012;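 active means activation above the run cutoff, the mean activation of all test compounds plus 3 SD, cut at about 40% in these data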;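 further: peak over basal fluorescence ratio in a 140 s read after ATP addition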
CHRM1 agonist: human M1 muscarinic receptor agonists, primary screen, Fluo-8 calcium fluorescence, CHO-K1 cells, HTS; Muscarinic acetylcholine receptor M1 (Homo sapiens), P11229; CHO-K1 hM1, agonist mode; 0% DMSO, 100% acetylcholine EC100; activation, % at 3 µM; 360,000 compounds, 0.33% hits; AID 588814, 2011;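 active means activation above the run's mean compound activation plus 3 SD, cut at about 16% in these data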;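 further: peak over basal fluorescence ratio within a 140 s kinetic read after compound addition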
Target sequence (P11229 whole entry, looked up): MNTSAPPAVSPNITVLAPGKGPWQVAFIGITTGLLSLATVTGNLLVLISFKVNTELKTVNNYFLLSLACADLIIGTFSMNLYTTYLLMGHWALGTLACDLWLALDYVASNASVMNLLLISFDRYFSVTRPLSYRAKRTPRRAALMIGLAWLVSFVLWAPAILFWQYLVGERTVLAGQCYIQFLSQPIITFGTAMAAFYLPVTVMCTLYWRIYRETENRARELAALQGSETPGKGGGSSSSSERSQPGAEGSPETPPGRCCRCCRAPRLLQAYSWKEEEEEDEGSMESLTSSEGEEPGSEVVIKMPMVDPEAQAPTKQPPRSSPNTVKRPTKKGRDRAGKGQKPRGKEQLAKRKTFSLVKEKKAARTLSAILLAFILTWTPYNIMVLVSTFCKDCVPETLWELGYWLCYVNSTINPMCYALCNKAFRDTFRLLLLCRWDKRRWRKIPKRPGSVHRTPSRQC
CHO-K1 Ca antag: nonselective inhibitor or artifact in parental CHO-K1 cells. ATP-induced calcium, Fluo-8 fluorescence. inhibition, % at 3 µM. 360,000 compounds, 0.6% hits. AID 602250;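 active means inhibition above a per-plate cutoff, the plate's mean sample inhibition plus 3 SD, cut at about 24% in these data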;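 further: 0% = DMSO plus EC80 ATP and 100% = DMSO alone without ATP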
CHO parental Ca: ATP-evoked calcium signal inhibitors, parental CHO, primary screen, counter-screen for OX1R antagonist project, cell-based, fluorescence, Fluo-8 calcium dye; parental CHO-K1, ATP-induced calcium, Fluo-8 fluorescence; inhibition, % at 5.6 µM; 330,000 compounds, 0.63% hits;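 active means inhibition above that plate's mean sample inhibition plus 3 SD, cut at about 26% in these data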;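 further: 0% = ATP-challenged DMSO wells and 100% = DMSO wells without ATP; some compounds past the cut are filed as inactive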
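Assay system: parental CHO cells; Read-out basis: percent inhibition of ATP-evoked calcium rise, normalized to controls; Benchmarks: ATP and no-ATP DMSO wells; Compound dosing: single nominal dose of 5.6 µM per compound; Signal: Fluo-8 calcium dye fluorescence; Also added: ATP as calcium-mobilizing challenge; Repeats: singlicate.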
CHRM1 antagonist: human M1 muscarinic receptor antagonists, primary screen, CHO-K1 cells, Fluo-8 calcium fluorescence, 1536-well; Muscarinic acetylcholine receptor M1 (Homo sapiens), P11229; CHO-K1 hM1, ACh EC80 antagonist; inhibition, % at 3 µM; 360,000 compounds, 1.3% hits; AID 588852, 2011;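 active means percent inhibition above its own plate's cutoff, namely the mean of that plate's compound wells plus 3 SD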;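 further: peak over basal fluorescence ratio during 140 s after agonist addition; 0% = ACh EC80 plus DMSO and 100% = DMSO alone without agonist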
CHO-K1 Ca ag: counter-screen for M1 agonists: effect in parental CHO-K1 cells. AID 602248, 2012. Fluo-8 calcium fluorescence; scaled to maximal ATP response, vehicle zero. activation, % at 3 µM. 360,000 compounds, 0.48% hits; in the data active means activation above about 15%;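 further: untransfected CHO-K1 host cells lacking M1 receptor as counterscreen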
CHRM1 PAM: human M1 muscarinic receptor positive allosteric modulators, primary screen, CHO-K1 cells, Fluo-8 calcium fluorescence, 1536-well; Muscarinic acetylcholine receptor M1 (Homo sapiens), P11229; CHO-K1 hM1, ACh EC20; 0% = ACh EC20, 100% = maximal ACh; activation, % at 3 µM; 360,000 compounds, 0.088% hits; in the data active means activation above about 19%, passing the limit was not always enough
TAAR1 antag: human TAAR1 antagonists, primary screen, Fluo-8 calcium fluorescence, CHO RD-HGA16 cells. Trace amine-associated receptor 1 (Homo sapiens), Q96RJ0. antagonist. inhibition, % at 3 µM. 360,000 compounds, 1.5% hits. AID 624466, 2012;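 active means inhibition above a per-plate cutoff, the mean inhibition of test compounds on that plate plus 3 SD, cut at about 49% in these data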;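 further: 0% = DMSO plus EC80 beta-PEA response and 100% = DMSO alone without agonist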
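Test system: hTAAR1-expressing CHO RD-HGA16 cells, Gα16-coupled; Probe or stimulus: EC80 β-phenethylamine stimulus; Compound dosing: single nominal final test compound concentration of 3 µM; Timing: 140 s kinetic read after compound, 140 s after agonist; Signal: Fluo-8 calcium-sensitive fluorescence; Measure: % inhibition of agonist calcium response; Controls: DMSO and EC80 PEA controls.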
The depositor's hits bear a star; x = not tested or not shown. The order is random (roughly 4.4% active in at least one column).

Structure,CHRM1 agonist,CHO-K1 Ca PAM,CHO-K1 Ca antag,CHRM1 antagonist,CHRM1 PAM,TAAR1 ag,CHO parental Ca,CHO-K1 Ca ag,TAAR1 antag
COc1ccc(-c2sc3cc4c(cc3c2-c2ccc3c(c2)OCCO3)OCO4)cc1,-4,6,-6,-3,5,13,1,0.3,-4
O=C(CN1CCOCC1)Nc1cccc(C(=O)Nc2cccc(C(F)(F)F)c2)c1,-1,6,0,-5,5,14,-4,1.2,-11
Cc1cc(C)cc(NC(=S)NCCCO)c1,-2,15,5,-12,15,8,-9,2.9,8
O=C(CSc1nc2ccccc2c(=O)[nH]1)Nc1ccccc1N1CCOCC1,0,-4,2,-2,10,4,-19,0.9,-15
CCc1ccc([C@H]2[C@@H]3C(=O)C[C@@H]4C(=O)N(c5ccccc5)C(=O)[C@@H]4[C@@H]3CN2S(=O)(=O)c2ccc(C)cc2)cc1,-3,6,1,5,3,0,x,0.7,-27
COc1ccccc1Nc1nc2ccccc2n2cnnc12,-2,-11,-3,0,-1,10,-10,1.3,26
CCCOc1ccc(N2C(=O)CC(N3CCN(c4ccccc4OC)CC3)C2=O)cc1 (stereo not given),-4,18,6,-11,4,2,-12,1.8,0
COc1ccc(Cc2noc(CN(C)CCc3ccccc3)n2)cc1OC,-1,-13,7,-7,4,18,-15,0.5,-23
Cc1oc2nc(SCC(=O)NC3CCCCC3)nc(N)c2c1C,3,3,-1,-21,11,10,-12,0.3,-6
CCC1Oc2ccccc2N(CC(=O)NCCN2CCc3ccccc3C2)C1=O (stereo not given),-8,13,-6,2,-8,10,-8,2.5,11
COc1ccc(NC(=O)CSc2nnnn2Cc2ccccc2)cc1,-4,22,-21,-5,5,2,8,1.6,9
C=CCn1c(=O)c2c(nc3n2CCCN3CCc2ccc(OC)c(OC)c2)n(C)c1=O,-3,-4,7,9,2,1,x,0.8,0
O=C(C[n+]1cccc(CNC(=O)c2ccc(OC(F)F)cc2)c1)Nc1ccc(F)cc1,-14,0,3,12,-10,0,-6,-0.3,0
CC1=C(C#N)C(NC(=O)c2cccc(Cl)c2)(C(F)(F)F)C(=O)N1 (stereo not given),-9,24,-8,-7,10,0,-7,0.7,15
O=C(CN1CCSC1=NCc1ccccc1)c1ccc(Cl)cc1,-13,5,6,-7,-2,8,-18,0.3,-2
COc1ccc(C(=O)Nc2nc(N3C(=O)c4ccccc4C3=O)n(-c3ccccc3)n2)cc1,-3,8,-2,-3,10,5,1,0.2,8
Cn1c(CCNC(=O)c2ccccc2F)nnc1SCC(=O)Nc1ccccc1F,-5,3,-1,-6,7,1,-15,0.2,-12
O=C1CCCc2sccc2N1,-2,24,-16,-5,-5,6,8,0.6,-1
CC(C)C(Cl)=NOC(=O)Nc1ccc(F)cc1,-5,14,-11,-12,-1,0,x,0.6,6
FC(F)Oc1ccc(/C=N/n2c(Cc3ccc(Br)cc3)n[nH]c2=S)cc1,3,16,-15,-10,16,8,-13,0.8,-1
O=C(CSc1nccn1-c1ccccc1)NCc1ccc(F)cc1,-4,15,-17,-1,6,0,-10,0.8,-10
O=C(NC(=S)Nc1ccc(CN2CCOCC2)cc1)c1ccc2c(c1)OCCO2,-4,16,-6,-6,1,10,-5,5.4,-23
CCn1cc([N+](=O)[O-])c(C(=O)Nc2ccn(C34CC5CC(CC(C5)C3)C4)n2)n1,-1,27,-16,-4,1,8,-13,3.6,3
CCNc1nc(SC)nc(N(C#N)CC(=O)OC)n1,-4,16,-12,0,4,13,-1,0.8,0
CCCCNC(=O)C[C@@H]1C[C@@]2(C(=O)OCC)CCCC=C2N(Cc2ccc(Cl)cc2Cl)C1=O,x,10,-10,x,x,0,x,-0.5,-23
COc1ccc(-c2noc(-c3ccc(Br)o3)n2)cc1,-2,12,-2,-17,13,-2,-8,0.0,-17
COc1ccc(NC(=O)Cn2c([N+](=O)[O-])cnc2C)c(OC)c1,-1,21,-17,-6,6,0,x,0.1,-2
COc1ccccc1NS(=O)(=O)c1cc([N+](=O)[O-])ccc1N/N=C/c1c[nH]c2ccccc12,5,0,14,19,-1,12,21,5.5,54*
O=C(O)c1ccc(OS(=O)(=O)c2ccc(Cl)s2)c(Cl)c1,-4,14,-18,-5,5,0,-8,1.1,4
O=C(NCCCN1CCOCC1)c1ccc2c(c1)N(Cc1c(F)cccc1Cl)C(=O)CS2,-11,-13,-1,100*,-33,-2,-23,1.8,0
C/C(=N\NC(=O)CNc1cccc(C(F)(F)F)c1)c1cccs1,-7,1,-1,11,-9,-1,-17,-0.3,7
CN(C(=O)COC(=O)COc1ccccc1Cc1ccccc1)c1ccccc1,-2,-4,7,-8,5,0,-15,0.0,-15
COc1ccc(Nc2ncnc3c2c(C)c(C)n3CCO)cc1,-7,-5,-2,13,-7,0,-6,0.7,-5
COC(=O)Cc1c(C)c2ccc(OCc3nn[nH]n3)cc2oc1=O,-3,28,-41,-18,12,16,-6,0.3,-2
COc1ccccc1CCNC(=O)C(=O)NCC1OCCN1S(=O)(=O)c1ccc(Br)cc1 (stereo not given),-2,12,1,5,-1,0,-9,0.2,13
Cc1ccc(CSCCNC(=O)CN(c2ccccc2)S(C)(=O)=O)cc1,-6,22,-8,-4,7,8,-20,1.4,9
Nc1cccc(CCc2nc3cc4ccccc4cc3[nH]2)c1,-4,-10,2,6,0,5,-7,0.8,7
CC(=O)NC(Cc1ccc(C)cc1)C(=O)NC1CCN(c2ncccc2[N+](=O)[O-])CC1 (stereo not given),-3,17,-4,8,-2,2,-7,0.2,12
CCOc1cc(C=C2C(=O)c3ccccc3C2=O)ccc1OCC(=O)Nc1ccc(C)cc1,1,17,-6,-4,3,3,-13,1.6,-1
CSCC(=O)N1CCc2ccc(NC(=O)c3ccccc3Cl)cc2C1,-2,18,-11,-14,3,0,-5,1.4,12
CCCN1C(=O)c2cc(C(=O)NCc3ccc(OC)cc3)ccc2C1O (stereo not given),-3,22,-4,-13,8,1,-6,0.3,-6
CCN1C(=O)/C(=C\c2nc3ccccc3c(=O)n2CC)c2ccccc21,-6,16,2,-4,7,12,-20,3.9,30
CCOC(=S)SCC(=O)Nc1nccs1,-6,15,-12,-5,5,1,2,0.8,-9
Cc1cc(C)cc(NC(=O)C2CCCN(S(=O)(=O)c3c(C)noc3C)C2)c1 (stereo not given),-4,-4,-4,10,-4,-2,-17,0.1,35
CC(C)c1nc2cc(Cl)ccc2n(Cc2ccccc2)c1=O,-6,2,-13,8,-3,0,-21,0.0,8
O=[N+]([O-])c1ccc(Nc2nc(Cl)nc(NCCO)n2)cc1,-5,10,-1,-2,4,0,-6,0.1,-3
COc1cccc(CCC(=O)N2CCC(n3nccc3NC(=O)C3CCOC3)CC2)c1 (stereo not given),0,11,-7,-14,13,1,-5,1.2,-3

Gathered by group, the entries above with an aryl thioether with sulfur outside any ring (6)
Structure,CHRM1 agonist,CHO-K1 Ca PAM,CHO-K1 Ca antag,CHRM1 antagonist,CHRM1 PAM,TAAR1 ag,CHO parental Ca,CHO-K1 Ca ag,TAAR1 antag
O=C(CSc1nc2ccccc2c(=O)[nH]1)Nc1ccccc1N1CCOCC1,0,-4,2,-2,10,4,-19,0.9,-15
Cc1oc2nc(SCC(=O)NC3CCCCC3)nc(N)c2c1C,3,3,-1,-21,11,10,-12,0.3,-6
COc1ccc(NC(=O)CSc2nnnn2Cc2ccccc2)cc1,-4,22,-21,-5,5,2,8,1.6,9
Cn1c(CCNC(=O)c2ccccc2F)nnc1SCC(=O)Nc1ccccc1F,-5,3,-1,-6,7,1,-15,0.2,-12
O=C(CSc1nccn1-c1ccccc1)NCc1ccc(F)cc1,-4,15,-17,-1,6,0,-10,0.8,-10
CCNc1nc(SC)nc(N(C#N)CC(=O)OC)n1,-4,16,-12,0,4,13,-1,0.8,0
